IMP-1 inh – IMP-1 metallo-beta-lactamase inhibitors, primary screen, biochemical, epi-absorbance readout, Pseudomonas aeruginosa enzyme; inhibition, % at 5.6 µM; purified IMP-1, nitrocefin hydrolysis, epi-absorbance fluorescence; 290,000 tested, 0.45% active;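 active means inhibition above the mean plus 3 SD of all compounds in the same screening run, cut at about 4.5% in these data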;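 further: 0% = IMP-1 with DMSO and 100% = DMSO wells lacking enzyme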
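Assay system: purified recombinant IMP-1 beta-lactamase. Input: IMP-1 0.2 nM before substrate addition. Buffer or medium: Zinc- and detergent-supplemented HEPES buffer, pH 7.1. Schedule: 25 °C, 15 min preincubation, 25 min reaction. Signal: Epi-absorbance fluorescence, 480 nm excitation, 530 nm emission. Evaluation: percent inhibition from optical density relative to buffer-blank wells.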
OXTR ag – human OXTR agonists, primary screen, fluorescence, CHO-OTR cells, Fluo-8 calcium. Oxytocin receptor (Homo sapiens), P30559. activation, % at 3 µM. Fluo-8 calcium fluorescence; normalized: DMSO 0%, oxytocin 100%. 320,000 tested, 0.32% active. AID 2435, 2010;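 active means activation above the mean of all tested compounds plus 3 SD, cutoff set per screening run, cut at about 20% in these data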;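 further: peak over basal fluorescence ratio from a 100 s FLIPR kinetic read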
Target sequence (P30559 whole entry, looked up): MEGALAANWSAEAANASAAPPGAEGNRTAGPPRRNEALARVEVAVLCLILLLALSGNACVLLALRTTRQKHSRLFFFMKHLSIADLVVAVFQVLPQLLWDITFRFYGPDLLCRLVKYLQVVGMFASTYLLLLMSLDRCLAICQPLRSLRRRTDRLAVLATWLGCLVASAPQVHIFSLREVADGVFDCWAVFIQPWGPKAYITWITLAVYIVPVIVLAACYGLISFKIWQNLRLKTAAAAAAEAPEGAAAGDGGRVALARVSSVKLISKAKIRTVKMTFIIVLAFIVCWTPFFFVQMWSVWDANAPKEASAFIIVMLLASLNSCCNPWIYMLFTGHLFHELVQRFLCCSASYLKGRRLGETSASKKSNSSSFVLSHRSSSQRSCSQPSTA
NS3 helicase inh – inhibitors of HCV NS3 helicase, primary screen, biochemical, Cy5 molecular beacon fluorescence. inhibition, % at 10.9 µM. 290,000 tested, 0.56% active. NS3 helicase DNA unwinding. AID 1800, 2009;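 active means inhibition above the mean of all tested compounds plus 3 SD, set per campaign, cut at about 35% in these data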;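 further: 0% = DMSO wells and 100% = thioflavine S control wells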
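System: NS3 helicase fragment of HCV / Schedule: 1 h at 25 °C / Control set: DMSO alone as 0% and 110 µM thioflavine S as 100% / Reagent: Cy5/quencher beacon DNA duplex and ATP to start / Technique: Cy5 fluorescence / Replication: singlicate / Evaluation: % inhibition of end-to-start signal ratio versus controls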
GPR7 antag – GPR7 receptor antagonists, primary screen, cell-based, fluorescence, single concentration | AID 1861, 2009 | Neuropeptides B/W receptor type 1 (Homo sapiens), P48145 | GPR7-expressing cells, fluorescence antagonist assay | inhibition, % at 4.4 µM | 290,000 tested, 1.1% active; in the data active means inhibition above about 16%, passing the limit was not always enough;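 further: cells stimulated with the agonist NPW; 0% = agonist with vehicle and 100% = vehicle without agonist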
V1aR counter – agonists of human V1a receptor, primary screen, counter-screen for OXTR agonist project, fluorescence, CHO-V1R cells. Fluo-8 calcium fluorescence, agonist mode; 0% DMSO, 100% 3 nM vasopressin. Vasopressin V1a receptor (Homo sapiens), P37288. activation, % at 3 µM. 320,000 tested, 0.25% active;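 active means activation above the mean activation of all tested compounds plus 3 SD, per screening run, cut at about 20% in these data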;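 further: signal is peak over basal fluorescence ratio across a 100 second FLIPR read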
Target sequence (P37288 whole entry, looked up): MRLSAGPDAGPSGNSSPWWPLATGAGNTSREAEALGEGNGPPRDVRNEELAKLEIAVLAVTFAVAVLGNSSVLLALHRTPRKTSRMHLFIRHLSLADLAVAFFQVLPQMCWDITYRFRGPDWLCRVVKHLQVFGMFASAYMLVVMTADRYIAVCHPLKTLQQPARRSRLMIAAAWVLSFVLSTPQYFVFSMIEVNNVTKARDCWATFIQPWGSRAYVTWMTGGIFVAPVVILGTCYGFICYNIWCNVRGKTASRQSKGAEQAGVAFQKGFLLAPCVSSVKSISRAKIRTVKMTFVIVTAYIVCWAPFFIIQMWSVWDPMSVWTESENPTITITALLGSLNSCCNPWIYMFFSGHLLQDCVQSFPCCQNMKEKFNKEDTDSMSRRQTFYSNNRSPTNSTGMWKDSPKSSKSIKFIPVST
PHOSPHO1 inh – PubChem AID 1565; recombinant PHOSPHO1, absorbance phosphatase assay; inhibition, % at 13.3 µM; 290,000 tested, 1.1% active; in the data active means inhibition above about 60%
Target sequence (Q8TCT1 whole entry, looked up): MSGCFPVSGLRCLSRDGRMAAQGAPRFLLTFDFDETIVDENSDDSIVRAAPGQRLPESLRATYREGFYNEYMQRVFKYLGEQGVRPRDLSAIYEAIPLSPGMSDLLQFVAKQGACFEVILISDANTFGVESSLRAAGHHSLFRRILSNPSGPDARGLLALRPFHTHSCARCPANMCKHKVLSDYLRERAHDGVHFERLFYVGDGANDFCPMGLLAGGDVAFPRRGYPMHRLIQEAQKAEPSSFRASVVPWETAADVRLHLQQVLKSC
GalR3 antagonist – GalR3 antagonists in HEK293 cells, primary screen, cell-based, fluorescence readout; Galanin receptor type 3 (Homo sapiens), O60755; HEK293 GalR3-CNG cAMP membrane potential fluorescence; galR3 body fused to GalR1 C-terminus; inhibition, % at 3 µM; 360,000 tested, 0.44% active;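 active means inhibition above the screen-wide average plus 3 SD, cut at about 13% in these data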;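 further: forskolin and galanin both at EC90 stimulate the cells; cAMP rise reported by CNG channel membrane potential dye signal; 0% = forskolin plus galanin with DMSO and 100% = forskolin alone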
DNA FID counter – compounds displacing fluorescent DNA intercalator, primary screen, artefact control for HCV NS3 helicase inhibitor project, biochemical, FID fluorescence | DNA fluorescent intercalator displacement | AID 1845, 2009 | inhibition, % at 7.9 µM | 290,000 tested, 0.17% active; in the data active means inhibition above about 37%;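 further: 0% = vehicle and 100% = reference compound; higher means more ethidium bromide displaced from hairpin DNA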
VIM-2 inhibitor – VIM-2 metallo-beta-lactamase inhibitors, primary screen, biochemical, epi-absorbance readout, Pseudomonas aeruginosa enzyme; AID 1527, 2009; purified VIM-2, nitrocefin hydrolysis, epi-absorbance fluorescence; 290,000 tested, 0.89% active; inhibition, % at 5.6 µM;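 active means inhibition above the mean of all tested compounds plus 3 SD, cutoff set per screening run, cut at about 7.5% in these data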;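 further: red hydrolysis product quenches plate fluorescence so inhibitors raise well fluorescence; 0% = enzyme with DMSO and 100% = DMSO without enzyme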
* = called active by the depositor; x = no result given.

SMILES	IMP-1 inh	OXTR ag	NS3 helicase inh	GPR7 antag	V1aR counter	PHOSPHO1 inh	GalR3 antagonist	DNA FID counter	VIM-2 inhibitor
CC1=C(C(=O)OC2CCCCC2)C(c2ccccc2)NC(=O)N1 (stereo not given)	-5.0	-2.6	4	-11	0.0	44	-9	-23	-5.1
COC(=O)c1ccc(NC(=O)CCN2CCN(c3ccccc3)CC2)cc1	-1.1	6.9	2	3	4.7	11	6	-1	-1.3
Cc1cc(C)c(S(=O)(=O)n2c([N+](=O)[O-])cnc2C)cc1C	-1.4	0.4	-15	-5	0.9	4	0	4	-4.1
CCOC(=O)c1c(NC(=O)C2c3ccccc3Oc3ccccc32)sc(C(=O)N(CC)CC)c1C	-2.2	0.4	-1	2	1.8	21	x	-12	-2.4
CCNC(=O)COC(=O)c1csc2c1CCCC2	-2.4	0.6	5	-4	0.1	10	2	-5	0.7
Nc1nc(SCC(=O)c2ccc(F)cc2)n[nH]1	-2.7	-0.9	4	-14	0.5	40	-4	-1	-2.8
COC(=O)c1ccc(CSc2nncn2C)cc1	-2.8	-0.3	-7	-2	0.4	28	-3	-11	-2.2
C=CCn1c(C)cc(-c2csc(NCC)n2)c1C	-0.5	0.9	12	-1	0.1	-4	2	-2	-1.2
COCc1ccc(C(=O)N2CCCC(C(=O)c3ccc(SC)cc3)C2)o1 (stereo not given)	-2.9	-0.4	-2	-11	3.2	41	1	-46	-2.9
COc1cccc(C(=O)NCCNC(=O)c2cnccn2)c1	-3.9	1.1	0	-13	-0.5	28	-8	-3	-3.6
CCOC(=O)Cc1csc(NC(=O)c2ccc([N+](=O)[O-])cc2[N+](=O)[O-])n1	-2.1	0.9	8	-20	-0.6	x	-2	5	-1.8
O=C(Cn1ncc2c([nH]c3ccccc32)c1=O)N1CCCCC1	-0.3	1.8	7	-4	3.4	22	-7	-17	0.4
COc1ccc(N2CCN(CC(=O)NC(C)c3ccccc3)CC2)cc1 (stereo not given)	-2.0	0.1	4	-8	1.5	x	-6	-18	-1.1
COc1ccc(-c2nc3ccc(C(=O)NCCCN4CCOCC4)cc3nc2-c2ccc(OC)cc2)cc1	1.8	-0.1	-42	3	0.6	26	-6	-10	1.2
CCN(c1ccc(C)cc1)S(=O)(=O)c1nnc(NC(=O)c2ccco2)s1	0.1	-1.1	-4	-8	1.6	8	-2	-37	-1.4
COc1cccc(CNc2ccc(C)c(Cl)c2)c1	-2.2	-2.0	-3	-7	-1.5	23	-2	-2	-2.2
O=C(COc1ccc(F)cc1)Nc1nnc(-c2ccncc2)s1	-1.5	1.3	7	-5	1.7	-3	-2	-5	-3.4
COc1ccc(N2CCN(C3CC(=O)N(C)C3=O)CC2)cc1 (stereo not given)	-4.8	-0.4	-4	-8	1.1	-25	-2	0	-2.1
CCn1c(/C=C/c2cc(Br)ccc2O)nc2ccccc2c1=O	-0.9	-0.8	-14	-19	1.1	-1	-5	-5	-0.9
CCN(CC(=O)N1CCCC1)S(=O)(=O)c1ccc(F)cc1	2.6	x	0	-6	x	-12	-8	-4	-0.9
Cc1cc(C)cc(NC(=O)CCN2CC(C)OC(C)C2)c1 (stereo not given)	-4.0	-0.9	-1	-8	-0.8	-14	0	-3	-3.1
CCn1ncc(Br)c1C(=O)Nc1ccc(C(=O)OC(C)C)cc1	-1.6	0.1	-7	0	0.1	7	-6	-22	-1.2
CC(NC(=O)Nc1ccc([N+](=O)[O-])cc1)C(c1ccccc1)N1CCOCC1 (stereo not given)	-1.8	20	-9	6	52*	37	-1	1	0.0
CC1=Nc2ccc3ccccc3c2C1(C)C	-2.0	3.2	1	2	6.2	63*	-7	-4	-3.2

Arranged by formula weight (rising): part of the list above
SMILES	IMP-1 inh	OXTR ag	NS3 helicase inh	GPR7 antag	V1aR counter	PHOSPHO1 inh	GalR3 antagonist	DNA FID counter	VIM-2 inhibitor
Cc1cc(C)cc(NC(=O)CCN2CC(C)OC(C)C2)c1 (stereo not given)	-4.0	-0.9	-1	-8	-0.8	-14	0	-3	-3.1
COc1ccc(N2CCN(C3CC(=O)N(C)C3=O)CC2)cc1 (stereo not given)	-4.8	-0.4	-4	-8	1.1	-25	-2	0	-2.1
COc1ccc(N2CCN(CC(=O)NC(C)c3ccccc3)CC2)cc1 (stereo not given)	-2.0	0.1	4	-8	1.5	x	-6	-18	-1.1
CCN(c1ccc(C)cc1)S(=O)(=O)c1nnc(NC(=O)c2ccco2)s1	0.1	-1.1	-4	-8	1.6	8	-2	-37	-1.4

Next part
SMILES	IMP-1 inh	OXTR ag	NS3 helicase inh	GPR7 antag	V1aR counter	PHOSPHO1 inh	GalR3 antagonist	DNA FID counter	VIM-2 inhibitor
Cc1ccc(CNc2ccc(N3CCOCC3)c(Cl)c2)cc1	-1.8	-1.2	-5	6	0.3	25	-9	-21	1.5
CCCCCC(=O)NCc1c(C(F)(F)F)nn(C)c1N1CCOCC1	-0.7	-1.3	-18	-6	-0.8	27	-3	-1	-1.3
COc1cc(Br)cc(/C=C/c2ccc3cccc(O)c3n2)c1OC	-3.6	-0.8	20	-19	-0.5	28	-4	-24	-2.8
CCc1nnc(NC(=O)C2CCC(CNc3c(N4CCCCC4)c(=O)c3=O)CC2)s1 (stereo not given)	0.1	-0.3	19	11	0.6	-2	-5	-16	-0.5
CCN(CC)CCCNC(=O)c1cc2nc(-c3ccccc3)cc(C(F)(F)F)n2n1	-3.3	-1.4	-6	-11	-0.9	19	-5	10	6.7
CC(=O)NCCC(=O)Nc1cc(S(=O)(=O)N2CCOCC2)ccc1N1CCOCC1	-1.5	-0.4	1	-8	-1.1	48	0	-9	-2.0
NC(=O)[C@H]1CC2(CC(c3cccc(NC(=O)[C@H]4CCC(=O)N4)c3)=NO2)CN1C(=O)c1ccccc1C(=O)c1ccccc1 (stereo not given in full)	x	0.5	x	x	0.5	22	-2	x	x
CCOc1ccc(NC(=O)CN2C(=O)/C(=C3\SC(=S)N(C4CCS(=O)(=O)C4)C3=O)c3ccccc32)cc1 (stereo not given)	-1.9	x	12	-12	x	34	-4	-3	-1.7
CC(=O)C1=C(C)NC(=O)NC1c1cc(Br)ccc1OCC(N)=O (stereo not given)	-1.0	-0.4	3	2	0.0	-25	-1	-4	-1.2
COc1ccc2nc(N3CCCC(O)C3)c(C#N)cc2c1 (stereo not given)	-5.9	1.7	-1	4	0.1	17	-2	-11	-2.1
Cc1cccc(NC(=S)NC2CCN(Cc3ccccc3)CC2)c1C	-4.2	2.0	0	5	2.9	-17	-6	6	-3.4
Cc1cccc(N2CC(O)(c3cccs3)[N+]3=C2CCCCC3)c1 (stereo not given)	0.1	0.7	5	8	0.8	4	-1	10	2.1

Structures listed so far with a Cl atom (2):
SMILES	IMP-1 inh	OXTR ag	NS3 helicase inh	GPR7 antag	V1aR counter	PHOSPHO1 inh	GalR3 antagonist	DNA FID counter	VIM-2 inhibitor
COc1cccc(CNc2ccc(C)c(Cl)c2)c1	-2.2	-2.0	-3	-7	-1.5	23	-2	-2	-2.2
Cc1ccc(CNc2ccc(N3CCOCC3)c(Cl)c2)cc1	-1.8	-1.2	-5	6	0.3	25	-9	-21	1.5

(more compounds)
SMILES	IMP-1 inh	OXTR ag	NS3 helicase inh	GPR7 antag	V1aR counter	PHOSPHO1 inh	GalR3 antagonist	DNA FID counter	VIM-2 inhibitor
Cc1cccc(-c2n[nH]c(=S)n2/N=C/c2ccc(C)s2)c1	-1.1	-2.5	-8	-1	0.6	44	1	-17	-0.6
Cn1c(CNC(=O)c2ccco2)nnc1SCC(=O)N1CCN(c2ccccc2)CC1	-3.4	-0.7	4	-18	-0.2	31	-5	-15	-0.7
O=S(=O)(NCc1ccccn1)c1ccccc1	-1.6	0.8	-2	2	-0.2	2	-6	-2	0.3
O=C(Nc1ccc(F)cc1F)C1CCCN1S(=O)(=O)c1ccc(-c2ccc(=O)[nH]n2)s1 (stereo not given)	-1.2	-0.5	1	-11	1.0	18	4	-33	-1.9
Clc1ccc(CNc2ccc3nnc(-c4ccccc4)n3n2)cc1	-3.4	1.0	0	-23	1.2	-1	-1	-7	-3.2
CCOC(=O)N1CCN(C(=O)CCN2C(=O)/C(=C\c3ccccc3OC)SC2=S)CC1	0.7	0.0	3	0	-0.3	23	x	-5	-1.1
CCOc1ccccc1N1CCN(CC(O)COC2CCCc3ccccc32)CC1 (stereo not given)	-1.3	2.5	-42	-9	1.9	28	-9	6	-0.9
FC(F)(F)c1nc(NCc2cccnc2)c2ccccc2n1	-0.1	0.8	1	-14	6.5	30	-2	1	6.0
CCNc1cc2n(c(=O)n1)CCc1cc(OC)c(OC)cc1-2	1.2	-0.1	1	-6	0.3	7	4	-6	1.2
S=C(Nc1cccc(Cl)c1)Nc1ccc2cn[nH]c2c1	-0.7	0.1	0	-4	1.3	-9	-2	-6	1.7
Cc1cccc2c1N(C)C(=O)C2=O	0.0	0.1	-16	7	0.1	-8	-6	-4	0.1
Cc1nnc(SCc2ccc(Cl)cc2)nc1/C=C/N(C)C	-3.0	1.5	-4	-3	1.1	7	-8	-7	-3.6

Single records (already shown).
CCNc1cc2n(c(=O)n1)CCc1cc(OC)c(OC)cc1-2 reads IMP-1 inh: 1.2; OXTR ag: -0.1; NS3 helicase inh: 1; GPR7 antag: -6; V1aR counter: 0.3; PHOSPHO1 inh: 7; GalR3 antagonist: 4; DNA FID counter: -6; VIM-2 inhibitor: 1.2
Cc1cccc2c1N(C)C(=O)C2=O reads IMP-1 inh: 0.0; OXTR ag: 0.1; NS3 helicase inh: -16; GPR7 antag: 7; V1aR counter: 0.1; PHOSPHO1 inh: -8; GalR3 antagonist: -6; DNA FID counter: -4; VIM-2 inhibitor: 0.1

Carrying on.
SMILES	IMP-1 inh	OXTR ag	NS3 helicase inh	GPR7 antag	V1aR counter	PHOSPHO1 inh	GalR3 antagonist	DNA FID counter	VIM-2 inhibitor
CCCCNC(=O)Nc1nnc(C(C)(C)C)s1	-2.2	-1.8	8	-10	1.2	33	0	-13	-5.0
COc1ccccc1NC(=O)CSc1nnc(NC(=O)C2CCC2)s1	-0.3	3.3	6	2	4.3	-22	-5	-14	0.8
O=C(Nc1ccc(Cl)c(Cl)c1)Oc1ccc(NC(=O)c2ccco2)cc1	-5.3	10	1	3	10	-12	-3	4	-3.2
O=C(Nc1ccc(NC(=O)c2sc3ccccc3c2Cl)cc1)c1ccco1	0.4	1.0	4	-3	0.8	-20	-1	-5	0.8

Screening data deposited in PubChem BioAssay by several laboratories.
